NS5 inhibitors: Dengue-2 NS5 methyltransferase inhibitors, primary screen, biochemical, confirmation dose response (AID 588689) | Dengue-2 NS5 methyltransferase capping enzyme assay, biochemical; higher % means a stronger effect | inhibition, % at 25 µM; hits with a dose series show IC50 in µM | 340,000 compounds, 0.3% hits; in the data active = a potency from the dose series; inconclusive = inhibition above about 29% without an active follow-up result
LYP inhibition: inhibitors of LYP phosphatase, biochemical, fluorescence intensity, uHTS (AID 1779); recombinant LYP phosphatase, fluorescence intensity; higher % means a stronger effect; inhibition, % at 11.5 µM, or IC50 in µM where a hit was titrated; 290,000 compounds, 0.054% hits; in the data active = inhibition above about 50%;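 also: plate controls were vehicle with enzyme for no effect and no enzyme for full effect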
AID2073: disruptors of CaV2.2 binding to Mint1 – biochemical, HTRF (AID 2073); HTRF protein-protein interaction, Mint1-CaV2.2; higher % means a stronger effect; inhibition, % at 20 µM, or IC50 in µM where a hit was titrated; 290,000 compounds, 0.19% hits; in the data active = inhibition mostly above about 51%, no sharp cut-off; inconclusive = no clear call, values can overlap the other calls; inactive = mostly below about 53%; also: some results filed as inactive read as strong as hits
Autophagy HCS: autophagy modulation, high-content screen; MEF GFP-LC3 puncta imaging; test concentration mostly 10 µM; calls only at 10 µM (by protocol); 190,000 compounds, 0.98% hits;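 active = percentage of spot-positive cells more than 3 SD above its plate mean, without a fluorescence outlier flag or 80% toxicity; inconclusive = no clear call, values can overlap the other calls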;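 also: spot-positive cell cutoff set from DMSO-treated cells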
GPR35 antagonists: inhibition of zaprinast-stimulated GPR35 beta-arrestin translocation – imaging, U2OS, beta-arrestin-GFP, zaprinast agonist, primary screen (AID 2058) | U2OS GPR35 beta-arrestin-GFP translocation imaging, zaprinast antagonism; higher % means a stronger effect | inhibition, % at 10 µM, or IC50 in µM where a hit was titrated | 290,000 compounds, 0.052% hits;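 active = inhibition of at least 50% with at least 30 cells and total cytoplasm GFP at most 10,000,000; inconclusive = under 30 cells or total GFP of 10,000,000 plus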
NTR1 ag: agonists of NTR1, primary screen, imaging, U2OS cells, beta-arrestin-GFP, high content (AID 493036). 330,000 compounds, 0.17% hits. activation, % at 20 µM. NTR1-U2OS beta-arrestin-GFP spot imaging, agonist mode;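 active = activation at or above 40% of the spot to cytoplasm intensity ratio, with at least 20 cells analyzed; inconclusive = wells under 20 cells, flagged as cytotoxic or low count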;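 also: 0% = DMSO without peptide and 100% = 100 nM NTR1 peptide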
Target sequence (P30989 whole entry, looked up): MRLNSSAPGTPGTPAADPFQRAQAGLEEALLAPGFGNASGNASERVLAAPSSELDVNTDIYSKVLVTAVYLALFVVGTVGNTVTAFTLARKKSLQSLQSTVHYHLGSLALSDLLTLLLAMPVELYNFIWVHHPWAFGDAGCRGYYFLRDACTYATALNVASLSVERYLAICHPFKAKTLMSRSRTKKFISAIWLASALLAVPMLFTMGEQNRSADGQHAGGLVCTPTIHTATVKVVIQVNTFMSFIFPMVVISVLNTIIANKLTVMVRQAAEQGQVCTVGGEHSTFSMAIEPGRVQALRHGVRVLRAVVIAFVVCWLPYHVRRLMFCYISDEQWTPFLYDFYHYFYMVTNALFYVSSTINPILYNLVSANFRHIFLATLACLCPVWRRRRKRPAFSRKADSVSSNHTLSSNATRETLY
WT yeast gro inh: growth inhibition of WT yeast, mitochondrial fusion screen | mitochondrial fusion phenotypic screen, WT strain | AID 1362 | inhibition, % at 10 µM | 190,000 compounds, 2.1% hits; in the data active = inhibition above about 58%; tested in S. cerevisiae
RSV CPE inhibition: inhibition of RSV-induced cytopathic effect – HEp-2 cells, primary 10 µM value included (AID 2391). one-dose CPE inhibition, % at 10 µM; IC50 in µM for titrated hits. 310,000 compounds, 0.13% hits. HEp-2 cells, RSV-induced CPE inhibition; higher % means a stronger effect; in the data active = a potency from the dose series; inconclusive = CPE inhibition mostly from about 23% at the one dose, without a potency; inactive = the rest, 99 in 100 with CPE inhibition below about 21%; also: strong numbers were not always called active
UTI89 phage lysis: protection from phage-mediated lysis, alamar blue read-out – E. coli UTI89, K1F phage, bacterial capsule biogenesis inhibitors (AID 488966) | E. coli UTI89 K1F phage lysis, alamar blue, 2 h; higher % means a stronger effect | inhibition, % at 100 µM, or IC50 in µM where a hit was titrated | 340,000 compounds, 0.02% hits;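 active = phage lysis inhibition, versus mean bacterial control, above a set limit; inconclusive = no clear call, values can overlap the other calls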;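 also: capsule biogenesis inhibitors block K1F phage lysis so surviving cells raise fluorescence; higher fluorescence means more inhibition of phage lysis; actives were called in the ten point dose series up to 300 µM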
WT yeast gro inh mutant strain: further read-out of WT yeast gro inh, marked with its call; inhibition, %; mitochondrial fusion phenotypic screen, mutant strain inhibition
Autophagy HCS cell loss 18 h: recorded beside Autophagy HCS, whose call it bears; toxicity, %; measured here: cell loss, nuclei count;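 cell loss after 18 h compound exposure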
NTR1 ag cell count 20 µM: further read-out of NTR1 ag, marked with its call; cell count; measured here: cell count, cytotoxicity flag
NS5 inhibitors pilot replicate: recorded beside NS5 inhibitors, whose call it bears; inhibition, %; measured here: pilot screen replicate inhibition
Numbers without * were called inactive; i = inactive; ? = inconclusive; . = no result given; + = active, no number; [ ] = remark or other dose. An unsorted share of the library. Share with any hit: about 2.6%.

SMILES	NS5 inhibitors	LYP inhibition	AID2073	Autophagy HCS	Autophagy HCS cell loss 18 h	GPR35 antagonists	NTR1 ag	NTR1 ag cell count 20 µM	WT yeast gro inh	WT yeast gro inh mutant strain	RSV CPE inhibition	UTI89 phage lysis	others
C=CCOC(=O)c1[nH]c2c(c1C)C(=O)CC(c1cc(OC)c(OC)c(OC)c1)C2 (stereo not given)	1%	-4%	-1%	i	17	16%	2.8	65	-1	3	-0.6%	0.0%
O=C1COc2ccc(C(=O)CSc3nnc(Cc4ccccc4)o3)cc2N1	0%	.	.	.	.	.	0.2	91	.	.	0.9%	1.6%[50 µM]
Cc1ccc(-c2nc(CS(=O)(=O)CC(=O)NC3CCCCCC3)c(C)o2)cc1	-6%	-5%	-8%	.	.	2%	1.8	51	.	.	?	0.2%
Cc1ccc(C(=O)N2CCOCC2)cc1S(=O)(=O)N1CCOCC1	0%	-11%	8%	.	.	-10%	0.7	46	.	.	0.5%	-0.1%
O=C(c1cc(-c2ccc(Cl)cc2)n(-c2cc(Cl)ccc2Cl)n1)N1CCOCC1	12%	0%	12%	i	11	1%	2.9	34	43	4	1.3%	0.9%
Cc1ccc(C)c(NC(=O)[C@@H]2CCCN2S(=O)(=O)c2ccccc2F)c1	-6%	.	.	.	.	.	-1.3	58	.	.	-0.3%	0.4%[50 µM]
CCn1c(SCc2c(F)cccc2Cl)nnc1-c1ccco1	-5%	-9%	1%	i	-6	2%	4.2	45	43	55	1.6%	0.2%
NC(=O)CC(NC(=O)c1ccccc1)C(=O)O (stereo not given)	-2%	.	.	.	.	.	5.6	82	.	.	13%	5.2%
CCOc1nc(NCc2ccco2)nc(Nc2ccccc2F)n1	-2%	-4%	2%	i	-3	-2%	-0.3	74	-18	14	1.6%	0.1%
COc1cc(C(=O)NCCOc2cc(C)cc(C)c2)cc(OC)c1OC	-1%	-5%	4%	.	.	2%	0.1	91	.	.	-1.7%	-0.1%
Cc1ccccc1NCC(=O)N/N=C\c1ccc2c(c1)OCO2	4%	5%	-5%	i	-1	-11%	-0.7	73	11	-9	-1.5%	0.2%
O=S1(=O)C=C(N2CCOCC2)c2ccccc21	6%	-10%	11%	i	-7	14%	1.3	95	-1	-2	0.1%	-0.1%
Cc1cc(Cl)ccc1OCC(=O)N/N=C/c1ccncc1	-2%	-6%	5%	.	.	5%	0.3	47	.	.	4.4%	-0.8%
COc1ccc(C(=O)Nc2ccc(NC(=O)c3ccccn3)cn2)cc1	-2%	-8%	5%	.	.	4%	-1.2	52	.	.	.	-0.2%
O=C(CCN1C(=O)C2CC=C(Cl)CC2C1=O)Nc1ccccc1O (stereo not given)	6%	-7%	0%	i	-44	18%	1.1	29	6	3	-1.0%	0.5%
COc1ccc(S(=O)(=O)N2CCN=C2SCc2cccnc2)cc1	-2%	-6%	-2%	i	0	-11%	-1.2	73	-8	-19	1.0%	0.0%
CC1=C([N+](=O)[O-])C(c2ccccc2Cl)NC(=O)N1 (stereo not given)	-2%	-10%	-2%	.	.	-8%	1.2	54	.	.	0.3%	0.3%
O=c1[nH]c2cccnc2c2ccsc12	-3%	-7%	1%	i	17	13%	-1.1	58	-1	4	0.1%	-1.2%
Cc1cc(C)c(OCCOCCN2CCN(C)CC2)c(Cl)c1	-1%	-12%	?	.	.	4%	1.3	63	.	.	-1.3%	-0.1%	NS5 inhibitors pilot replicate=2.8
CCCCCC(=O)Nc1ccc(C(=O)COC(=O)c2ccccn2)cc1	3%	.	.	.	.	.	-1.5	69	.	.	-0.2%	1.4%[50 µM]
CCCCCc1cc(=O)oc2c(C(CCN(CC)CC)c3cc(OC)c(OC)c(OC)c3)c(OC)cc(OC)c12 (stereo not given)	1%	-1%	12%	.	.	15%	27	52	.	.	-3.9%	0.6%
CCN(CCn1cccn1)C(=O)CCc1nnc(-c2ccccc2)o1	1%	-9%	-8%	i	-19	-2%	2.1	79	-6	2	0.7%	-0.1%
C=CCNC(=O)Cn1nc(-c2ccccc2)ccc1=O	2%	0%	10%	i	-11	1%	-0.9	64	-11	43	-0.1%	-1.5%
CCOCCSc1nc2c(c(=O)[nH]c(=O)n2C)n1CCCc1ccccc1	2%	9%	0%	i	-13	-9%	3.2	75	50	41	2.3%	-0.1%
CC(C(=O)NCC1(c2ccccc2)CCCC1)N1CCCC1 (stereo not given)	3%	-7%	-4%	i	-3	-18%	-0.1	42	6	5	-1.1%	0.3%

Among those listed so far, these contain a furan ring, fused or not.
SMILES	NS5 inhibitors	LYP inhibition	AID2073	Autophagy HCS	Autophagy HCS cell loss 18 h	GPR35 antagonists	NTR1 ag	NTR1 ag cell count 20 µM	WT yeast gro inh	WT yeast gro inh mutant strain	RSV CPE inhibition	UTI89 phage lysis	others
CCn1c(SCc2c(F)cccc2Cl)nnc1-c1ccco1	-5%	-9%	1%	i	-6	2%	4.2	45	43	55	1.6%	0.2%
CCOc1nc(NCc2ccco2)nc(Nc2ccccc2F)n1	-2%	-4%	2%	i	-3	-2%	-0.3	74	-18	14	1.6%	0.1%

Other structures follow:
SMILES	NS5 inhibitors	LYP inhibition	AID2073	Autophagy HCS	Autophagy HCS cell loss 18 h	GPR35 antagonists	NTR1 ag	NTR1 ag cell count 20 µM	WT yeast gro inh	WT yeast gro inh mutant strain	RSV CPE inhibition	UTI89 phage lysis	others
C=CCc1ccc(OCCOc2cccc(/C=N/n3cnnc3)c2)c(OC)c1	9%	.	.	i	-38	.	1.7	60	.	.	?	0.8%[50 µM]
COc1ccc(OC)c(NC2c3ccccc3C(=O)N2Cc2ccc3c(c2)OCO3)c1 (stereo not given)	1%	-4%	7%	i	2	2%	-0.6	54	10	1	3.7%	-1.2%
COc1ccc(CCNC(=O)Cn2cccc2C(=O)c2ccccc2)cc1OC	-8%	6%	1%	i	-13	-10%	0.6	41	6	14	1.8%	0.0%[50 µM]
CC(C)c1ccc(NC(=O)C2CCC(CNC(=O)[C@@H]3Cc4ccccc4CN3)CC2)cc1 (stereo not given in full)	-4%	-4%	-9%	.	.	-11%	0.0	61	.	.	0.2%	0.7%
CCCCn1c(CN(C)Cc2ccccc2)nc2c1c(=O)n(C)c(=O)n2C	0%	-6%	1%	i	9	-13%	6.8	85	15	17	0.2%	-0.1%	NS5 inhibitors pilot replicate=2.1
Cc1ccccc1-n1c(C)cc(/C=C2/C(=N)N3C(c4ccccc4)=CSC3=NC2=O)c1C	-8%	5%	38%	i	6	-18%	2.4	29	16	1	6.7%	0.9%[50 µM]
Cc1nc(N)c(Cc2ccccc2F)c(N)n1	-2%	-1%	4%	i	3	-1%	0.9	40	-7	26	0.9%	-0.5%
CCCN1CCN(CCCNC(=O)Cn2ncc3c4ccccc4n(C)c3c2=O)CC1	2%	5%	5%	.	.	-7%	1.8	56	-5	-3	0.7%	-0.2%
COc1ccccc1N1CCN(C(=O)CCS(=O)(=O)c2ccc3c(c2)NC(=O)C(C)S3)CC1 (stereo not given)	-1%	-7%	-6%	.	.	-3%	0.2	62	.	.	4.3%	0.0%
COC(=O)[C@@H]1C[C@@]2(O)[C@H](O)[C@H](O)[C@H](O)C[C@H]2N1Cc1ccc(C)s1	-2%	-10%	-15%	.	.	-2%	-0.7	76	.	.	1.2%	2.0%
CCOC(=O)C1=C(C)N=C2SC(C(=O)OC)=CC(=O)N2C1c1ccc(OC)cc1 (stereo not given)	1%	0%	19%	i	4	-1%	12	79	84*	70*	0.6%	0.3%
CCCCOC(=O)Nc1ccccc1C(=O)N1CCCC1	-4%	-6%	-6%	i	-5	7%	0.1	46	-10	0	-0.2%	1.7%[50 µM]
COc1ccc(C(CNC(=O)c2cccc(NC(=O)c3cccs3)c2)N2CCCC2)cc1 (stereo not given)	-5%	.	.	.	.	.	2.3	53	.	.	0.2%	0.9%[50 µM]
CCCn1c(=O)c2ccccc2n2c(SCc3cc(=O)oc4ccc5ccccc5c34)nnc12	-2%	-10%	2%	i	-4	-2%	-0.6	57	-17	10	3.5%	0.7%[50 µM]
COc1ccc(Nc2cc(Cl)nc(N)n2)cc1	.	-4%	-5%	i	4	12%	0.1	33	-48	-10	2.6%	1.9%
CC1CCc2cccc3c2N1c1cc(C#N)c(C#N)cc1O3 (stereo not given)	2%	3%	16%	+	5.0*	-6%	2.2	75	10	8	-3.7%	9.5%
CC(OC(=O)c1ccc(S(=O)(=O)N(C)C)cc1)C(=O)Nc1ccc(Cl)cn1 (stereo not given)	-7%	-5%	-3%	i	35	-13%	1.7	108	1	-3	-1.6%	-0.2%
COc1ccc(-c2cccc(NC(=O)c3cccs3)c2)nn1	-4%	.	.	.	.	.	0.4	54	.	.	0.9%	0.5%[50 µM]
Cc1cccc(Oc2ncnc(N)c2[N+](=O)[O-])c1	0%	-1%	0%	i	-5	3%	-2.2	54	-6	-4	1.2%	4.3%
COc1ccc(CNC(=O)C(c2cccs2)N(C(=O)c2csnn2)C2CC2)cc1 (stereo not given)	1%	-2%	-1%	i	-1	2%	1.1	67	-14	-37	1.0%	0.5%	NS5 inhibitors pilot replicate=4.8
Cc1ccc(OCC(=O)N2CCN(C(=O)c3ccc([N+](=O)[O-])cc3)CC2)cc1	-4%	2%	20%	i	-11	-4%	1.7	86	15	15	-0.2%	0.3%
COC(=O)c1ccc(N2CCN(S(=O)(=O)c3ccc(C)cc3)CC2)c([N+](=O)[O-])c1	4%	4%	8%	i	-1	8%	0.9	80	16	3	1.9%	0.4%
Cc1cc(C(=O)NC2CC(C)(C)Cc3c2cnn3-c2ccccc2)n(C)n1 (stereo not given)	-1%	-11%	0%	.	.	0%	0.4	65	.	.	3.0%	1.8%[50 µM]

Pulled one by one from the list above, four records:
SMILES	NS5 inhibitors	LYP inhibition	AID2073	Autophagy HCS	Autophagy HCS cell loss 18 h	GPR35 antagonists	NTR1 ag	NTR1 ag cell count 20 µM	WT yeast gro inh	WT yeast gro inh mutant strain	RSV CPE inhibition	UTI89 phage lysis	others
COc1ccc(Nc2cc(Cl)nc(N)n2)cc1	.	-4%	-5%	i	4	12%	0.1	33	-48	-10	2.6%	1.9%
Cc1ccccc1-n1c(C)cc(/C=C2/C(=N)N3C(c4ccccc4)=CSC3=NC2=O)c1C	-8%	5%	38%	i	6	-18%	2.4	29	16	1	6.7%	0.9%[50 µM]
COc1ccc(-c2cccc(NC(=O)c3cccs3)c2)nn1	-4%	.	.	.	.	.	0.4	54	.	.	0.9%	0.5%[50 µM]
COc1ccc(OC)c(NC2c3ccccc3C(=O)N2Cc2ccc3c(c2)OCO3)c1 (stereo not given)	1%	-4%	7%	i	2	2%	-0.6	54	10	1	3.7%	-1.2%

Bioassay records as filed in PubChem.
